RAD54 branch: inhibitors of human RAD54 branch migration, primary screen, biochemical, fluorescence, single point; DNA repair and recombination protein RAD54-like (Homo sapiens), Q92698; RAD54 Holliday junction branch migration, FAM/BHQ fluorescence; inhibition, % at 10.4 µM; actives 0.14% (n = 360,000); AID 602329, 2012;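 active = mean normalized replicate activity at least 40 and at least half of replicates scoring 40 or more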;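 also: 0% = median of neutral control wells and 100% = median of positive control wells; inhibitors cause a drop in the FAM fluorescence signal; in these data hits start at about 50%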
Numbers without * were called inactive.

SMILES	RAD54 branch
Cc1cc(F)ccc1S(=O)(=O)Nc1ccccc1C(=O)Nc1ncn[nH]1	-7
O=C(CSc1nnc(Cc2cccs2)n1Cc1ccco1)Nc1cccc(Cl)c1	-2
CCN(CC)S(=O)(=O)c1cccc(-c2nnc(SCC(=O)NC3CCCCCC3)n2N)c1	-2
CCc1ccc(NS(=O)(=O)c2ccc3[nH]cc(C(=O)N4CCCCC4)c(=O)c3c2)cc1	-3
COc1ccc(C(=O)/C=C/c2ccc(C)cc2)c(OC(=O)c2ccc([N+](=O)[O-])cc2)c1	2
O=C(O)CCc1nn2c3ccccc3n(CCN3CCCCC3)c2nc1=O	-8
COC(=O)c1sc(NC(=O)COc2cccc3ccccc23)nc1C	-1
CCCCCCCC(=O)N/N=C(\C)c1cccnc1	-7
CC(C)Cn1c(SCC(=O)NC2CCCc3ccccc32)nc(O)cc1=O (configuration not stated)	3
COc1ccc(NC(=O)N2CCCC(C(=O)NC(C)C)C2)cc1 (configuration not stated)	-1
COc1ccccc1N(CC(=O)Nc1cc(C)on1)S(=O)(=O)c1ccc(Cl)cc1	-1
CN1CCN(C(c2ccccc2)c2nnnn2Cc2ccccc2)CC1 (configuration not stated)	-5
O=C(O)/C=C\C(=O)Nc1ccccc1C(=O)NCc1ccccc1	-3
CC(=O)c1ccc(OCC(O)CN2CC(C)OC(C)C2)cc1 (configuration not stated)	2
CC12CCC(C(=O)Nc3cc(Cl)ccc3Cl)(C/C1=N\O)C2(C)C (configuration not stated)	3
CCCCNCc1cc(Br)c(OCC(=O)N2CCOCC2)c(OC)c1	4
N=c1n(CCO)c2ccccc2n1Cc1ccc(Cl)cc1	-6
CCOc1ccccc1C1C2C(=O)N(c3ccccc3)C(=O)C2ON1c1ccccc1 (configuration not stated)	11
CCOC(=O)c1cn(CC(=O)Nc2cccc(Cl)c2C)nn1	-5
CCSc1nc2ccccc2n1CCOc1ccccc1	-9
O=C1CC(N2CCC(O)(c3ccc(Cl)cc3)CC2)C(=O)N1 (configuration not stated)	1
COc1ccc(OC)c(-c2cc(C3CCN(c4cc(Cl)nc(N)n4)CC3)[nH]n2)c1	-1
O=C(CNC(=O)c1ccc(Cl)cc1)NCCCn1ccnc1	-3
CSCCC(NS(=O)(=O)c1ccc(Cl)cc1)C(=O)OCC(=O)NC12CC3CC(CC(C3)C1)C2 (configuration not stated)	-4
CCOC(=O)CNC(=O)CSc1nc2cccnc2n1C	-6

Molecules shown so far that have a COOH group:
SMILES	RAD54 branch
O=C(O)CCc1nn2c3ccccc3n(CCN3CCCCC3)c2nc1=O	-8
O=C(O)/C=C\C(=O)Nc1ccccc1C(=O)NCc1ccccc1	-3

Another view of some results above:
SMILES,RAD54 branch
CCN(CC)S(=O)(=O)c1cccc(-c2nnc(SCC(=O)NC3CCCCCC3)n2N)c1,-2
CCc1ccc(NS(=O)(=O)c2ccc3[nH]cc(C(=O)N4CCCCC4)c(=O)c3c2)cc1,-3
COc1ccc(C(=O)/C=C/c2ccc(C)cc2)c(OC(=O)c2ccc([N+](=O)[O-])cc2)c1,2
O=C(O)CCc1nn2c3ccccc3n(CCN3CCCCC3)c2nc1=O,-8

Further structures follow.
SMILES	RAD54 branch
CCc1ccc(-c2nn[nH]n2)cc1	-4
Cc1nn(Cc2ccccc2)c(Cl)c1C(=O)NCc1ccc(C)n1C	0
NNC(=O)c1nn(-c2ccc(Cl)cc2)ccc1=O	5
COc1cccc(NS(=O)(=O)c2ccc3[nH]cc(C(=O)NCCCOC(C)C)c(=O)c3c2)c1	3
COc1ccc(COC(=O)c2ccc(N3CCCC3=O)cc2)cc1F	7
N=c1sccn1CC(=O)Nc1ccc(Cl)c(S(=O)(=O)N2CCOCC2)c1	-6
CCCCn1c(N)c(C(=S)NC(=O)CC(C)C)c(=O)n(C)c1=O	-2
Cc1ccc(C(=O)N2CCOCC2)cc1Cl	-8
CC(C)(C)NC(=O)C(c1ccccc1)N(C(=O)C1CSC(=O)C1)c1ccccc1 (configuration not stated)	3
O=C(O)C(=O)/C(=C\c1cccc2ccccc12)c1ccc2ccccc2n1	-12
Cc1nnc(Nc2ccc3c(c2)ncn3C)c2ccccc12	7
O=C(CSc1nnc(CNC(=O)c2ccccc2F)o1)c1ccc(Cl)cc1	-6
COc1ccc(-c2csc3ncnc(N4CCN(c5ccccc5[N+](=O)[O-])CC4)c23)cc1	11
O=C(c1ccc(F)cc1)c1c[nH]c(C(=O)NCCCN2CCOCC2)c1	-14
CS(=O)(=O)c1nncn1-c1ccccc1	10
COc1cc(C)nc(Nc2nc(C)c(C(C)=O)s2)n1	2
Cc1nc(C(=O)Nc2ccc(Cl)cc2)nn1-c1ccc([N+](=O)[O-])cc1	-1
COC(=O)c1[nH]c2ccc(C)cc2c1NC(=O)Oc1ccccc1	0
CON(C)C(=O)CCC1CCCN1C(=O)OC(C)(C)C (configuration not stated)	12
O=C(O)CCCC(=O)NCCc1ccncc1	-5
COc1ccc(-n2cnc3c(sc4nccc(N(C)C)c43)c2=O)cc1	5
CC1Cc2ccccc2N1C(=O)CSCC(=O)O (configuration not stated)	-18
O=C(OCc1cc2ccccc2[nH]c1=O)c1ccccn1	1
CC(C(=O)NC1CCCc2ccccc21)N1CCN(Cc2ccc3c(c2)OCO3)CC1 (configuration not stated)	-17
CC1(NC(=O)N2CCCCC2)CCS(=O)(=O)C1 (configuration not stated)	3
SMILES	RAD54 branch
CCOc1ccccc1-n1c(SCC(=O)NCc2ccco2)nnc1-c1ccncc1	-14
COc1ccc(S(=O)(=O)N(C)CC(=O)N2CCOCC2)cc1Cl	5
N#CC1=C(N)Oc2n[nH]c(-c3cccs3)c2C1C1CCCCC1 (configuration not stated)	3
COc1ccc(N2CCN(C(=O)c3ccc(C)c(Cl)c3)CC2)cc1	1
CC(C)CC[n+]1ccn(C2=C([O-])c3ccccc3C(=O)/C2=N\S(=O)(=O)c2ccccc2)c1	1
Cc1cc(C(=O)O)c(CCCN)s1	-9
Cn1c(=O)cc(SCC(=O)NCC2CCCO2)c2ccccc21 (configuration not stated)	-3
O=C(CO/N=C/c1ccccc1)N1c2ccccc2Oc2ccccc21	-4
CCOC(=O)/C(C#N)=C/c1ccc(-c2ccsc2C(=O)OC)o1	-1
CCNC(=O)C1(C)CCCN(CCOc2ccc(Cl)cc2)C1 (configuration not stated)	-6
O=C(O)c1cc2n(n1)C(C(F)(F)F)CC(c1ccccc1)N2 (configuration not stated)	9
O=[N+]([O-])c1ccc(-c2nnc(-c3ccccc3)c(N3CCOCC3)n2)cc1	6
CCn1c2ccccc2c2cc(NC(=O)Cc3ccc(S(=O)(=O)N4CCOCC4)s3)ccc21	11
COc1ccc(C(=O)N2CCN(c3ncccn3)CC2)cc1	-1
O=C(O)C1CC=CCC1C(=O)N1CCc2ccccc21 (configuration not stated)	-6
CCCOc1ccccc1C1NC(=O)NC(C)=C1C(=O)OCCOC (configuration not stated)	-3
CCOCCCn1c(-c2ccc(Cl)cc2)n[nH]c1=S	2
COc1ccc(Cn2c(C)c(C)c(C#N)c2NC(=O)Nc2cccc(C)c2)cc1	5
O=C(OC1CSc2nc3ccccc3n2C1)c1ccco1 (configuration not stated)	0
COc1ccccc1NC(=O)Nc1ccc2c(c1)OCCO2	-1
CC(=O)Nc1cc(NC(C)=O)c(CC(C)C)s1	5
c1ccc(-n2ncc3c(NCC4CCCO4)ncnc32)cc1 (configuration not stated)	-6
O=C(Nc1ccc(Cl)cc1)NC1CCCCC1	-8
CCOC(=O)c1c(C)n(C)c2ccc(OCCN(C)C)cc12	36
OC1C2CN3CCN(C2)CC1(Cc1ccccc1)C3 (configuration not stated)	6

Of the compounds above, 4 have a nitro group on carbon.
SMILES	RAD54 branch
COc1ccc(C(=O)/C=C/c2ccc(C)cc2)c(OC(=O)c2ccc([N+](=O)[O-])cc2)c1	2
COc1ccc(-c2csc3ncnc(N4CCN(c5ccccc5[N+](=O)[O-])CC4)c23)cc1	11
Cc1nc(C(=O)Nc2ccc(Cl)cc2)nn1-c1ccc([N+](=O)[O-])cc1	-1
O=[N+]([O-])c1ccc(-c2nnc(-c3ccccc3)c(N3CCOCC3)n2)cc1	6

(cont.)
SMILES	RAD54 branch
Cc1nc2ncnn2c(C)c1CCC(=O)NCCc1ccccc1	-11
CCCOC(=O)C1=C(C)NC2=C(C(=O)CCC2)C1c1cccs1 (configuration not stated)	3
CCNc1nc(N)nc(Oc2ccc(OCC)nn2)n1	0
Cc1ccc(-n2ncc3c(NCc4ccccc4)ncnc32)cc1	-2
NC(=O)c1cc(-c2ccccc2)nc(Oc2ccccc2)n1	3
Cc1cc(C(C)(C)C)oc1C(=O)N(CC(=O)NC1CCCC1)Cc1ccc(Cl)cc1	0
O=C(Nc1ccccc1)C1CC(=O)N(C2CCCCC2)C1 (configuration not stated)	-5
O=C(NCc1ccc2c(c1)OCO2)c1nn(-c2ccccc2)c(=O)c2ccccc12	1
Cc1ccc(NC(=S)NNC(=O)c2nn(C)cc2Cl)cc1	-6
COc1ccc(OC)c(NC(=O)[C@H]2CC=CC[C@H]2C(=O)O)c1	-2
c1ccc2c(c1)CCCN2Cc1nnnn1C1CCCC1	3
N#CC(C#N)C(c1ccsc1)c1c(-c2ccccc2)[nH][nH]c1=O (configuration not stated)	-3
COc1cc(C(=O)NCC(C)C)cc(OC)c1OC	0
CCn1c(SCC(=O)NC(C)(C)C)nc(O)cc1=O	-6
O=C(CN1C(=O)c2ccccc2S1(=O)=O)N1CCN(Cc2ccc3c(c2)OCO3)CC1	-10
CCCCC(CC)CNC(=O)CN(C)S(=O)(=O)c1cccc2nsnc12 (configuration not stated)	12
C=CCOc1ccc(C2OC34CCCCC3C(C#N)(C#N)C2(C#N)C(=N)O4)cc1 (configuration not stated)	-51
COc1ccc(N2CCN(C(CNC(=O)c3cccc(Cl)c3)c3cccnc3)CC2)cc1 (configuration not stated)	1
COc1ccccc1C(=O)N1CCCN(C(=O)c2ccccc2OC)CC1	-26
COc1ccc(/C=N/N=C/c2ccc(OC)c(O)c2)cc1O	3
CCN(CC)C(=O)Cn1c(=O)n(Cc2ccccc2Cl)c2c1c(=O)n(C)c(=O)n2C	-19
Cc1cc(Nc2ccccc2)n(-c2ccccc2)n1	4
COc1cccc(OC)c1C(=O)Nc1cc(Cl)ccc1N1CCOCC1	9
O=C1S/C(=C\c2ccc(N3CCOCC3)o2)C(=O)N1Cc1ccc(F)cc1	-35
Cc1ccc(C)c(Cn2c(C(=O)OC(C)C)cc3c2ccn3C)c1	-15
SMILES	RAD54 branch
Cc1c(CNC(=O)c2nn3c(c2Cl)NC(c2ccccc2)CC3C(F)(F)F)cnn1C (configuration not stated)	-12
CCCCn1c(CN2CCN(c3cccc(Cl)c3)CC2)nc2c1c(=O)n(C)c(=O)n2C	-12
CCn1c2ccccc2c2cnc(N=CN(C)C)c(C#N)c21	12
COc1ccc(NC(=O)N2CCOCC2)cc1OC	-1
Cc1ccc(C)c(OCc2nc(-c3cccnc3)no2)c1	9
CCCCCCP(=O)(O)c1ccccc1	5
Cc1cc(C)c(C(=O)COc2cccnc2[N+](=O)[O-])cc1C	-3
CC(C)OC(=O)c1cccnc1SCc1cc(=O)n2ccccc2n1	-5
CC1=C(C(=O)OC(C)C)C(c2ccccc2Cl)CC(=O)N1 (configuration not stated)	11
Cc1cc(NC(=O)C2CCN(S(=O)(=O)c3cnc[nH]3)CC2)ccc1Br	5
COc1ccc(OC)c(S(=O)(=O)N2Cc3ccccc3CC2C(=O)O)c1 (configuration not stated)	-2
Cc1nn(Cc2cccc(C(=O)NC3CCCCC3)c2)c(C)c1Cl	-4
COc1cccc(CNC(=O)CSCc2cnn(-c3ccccc3)c2-n2cccc2)c1OC	-10
O=C(CS(=O)(=O)Cc1ccccc1)Nc1nc2c(s1)CCCC2	-47
Cc1ccc(-c2nc3ccccc3n2C)o1	-3
C=CC(C)(C)c1c(O)c(CC=C(C)C)c(O)c2c(=O)c3ccc(O)c(O)c3oc12	12
NC(=O)c1nsnc1-c1ccccc1O	-3
COC(=O)c1ccccc1NC(=O)c1ccc2c(c1)C(=O)N(Cc1ccco1)C2=O	2
Nc1ccc(N)c(C(=O)O)c1	3
CCSC1=C(C#N)C2(CCCC2)C(C#N)=C(N)N1	-5
O=S(=O)(c1ccccc1)N1CCN(c2cc(-c3ccccc3)nc3ncnn23)CC1	2
O=C(CN(Cc1ccco1)C(=O)CNS(=O)(=O)c1ccccc1)NCc1ccc(F)cc1	5
Cc1ccc(C(=O)Nc2ccc3nc(C)sc3c2)s1	3
Cc1ccc2c(nc3s/c(=C/c4cccs4)c(=O)n32)c1C	-3
CCOc1ccc(NC(=O)c2cnsn2)cc1	4

The final 4 records of the part before are carried over, then new ones follow:
SMILES	RAD54 branch
O=C(CN(Cc1ccco1)C(=O)CNS(=O)(=O)c1ccccc1)NCc1ccc(F)cc1	5
Cc1ccc(C(=O)Nc2ccc3nc(C)sc3c2)s1	3
Cc1ccc2c(nc3s/c(=C/c4cccs4)c(=O)n32)c1C	-3
CCOc1ccc(NC(=O)c2cnsn2)cc1	4
Cn1cccc1C(=O)Nc1nccs1	2
CCOC(=O)c1cn(CC)c2ccc(Br)cc2c1=O	2
CC(=O)C1=C(C)Nc2cc(C(F)(F)F)ccc2S1	6
CC(C)Oc1ccc(Cc2cnc(N)nc2N)cc1	-6
CC(=O)N1CC2(C)CN(C(C)=O)CC(C)(C1)C2=O	1
O=C(CC1NC2CCCCC2NC1=O)Nc1cccc(C(F)(F)F)c1 (configuration not stated)	-12
Cc1ccc(S(=O)(=O)NC(C(=O)OCC(=O)NC2CCS(=O)(=O)C2)C(C)C)cc1 (configuration not stated)	-10
Cc1c(-c2ccc(F)cc2)nc(N)c(C#N)c1-c1ccco1	-11
CCOC(=O)C1CCN(C(=O)c2oc3ccc(S(=O)(=O)N4CCCCCC4)cc3c2C)CC1	8
O=C(CSc1nc2ccccc2o1)N1CCN(c2ccccc2)CC1	2
COc1cccc(-c2nnc(SCC(=O)Nc3ccc(OC)c(OC)c3)n2N)c1	-2
COc1ccc(N=Cc2nc(-c3ccco3)oc2O)cc1	10
Cc1cccc(N2CCN(C(=O)c3ccc4ncsc4c3)CC2)c1C	-9
COc1ccc(C(c2nnnn2CCc2ccccc2)N2CCN(C3CCCC3)CC2)cc1 (configuration not stated)	0

These rows are one share of the data; count on the stated rates, not on these rows.
